PME-1 inh: blocks human protein phosphatase methylesterase 1. Q9Y570. recombinant PME-1, FP-Rh probe fluorescence polarization. inhibition, % at 5.9 µM. actives 0.53% (n = 320,000). AID 2130;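 active = inhibition above the campaign mean of all compounds plus 3 SD, cut at about 26% in these data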;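 note: competitive labeling of PME-1 active site by serine hydrolase directed probe; 0% = PME-1 with DMSO and 100% = wells lacking PME-1 enzyme; inhibitors block probe labeling so polarization falls and inhibition rises; many of its hits are not listed in these tables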
Target sequence (Q9Y570 whole entry, looked up): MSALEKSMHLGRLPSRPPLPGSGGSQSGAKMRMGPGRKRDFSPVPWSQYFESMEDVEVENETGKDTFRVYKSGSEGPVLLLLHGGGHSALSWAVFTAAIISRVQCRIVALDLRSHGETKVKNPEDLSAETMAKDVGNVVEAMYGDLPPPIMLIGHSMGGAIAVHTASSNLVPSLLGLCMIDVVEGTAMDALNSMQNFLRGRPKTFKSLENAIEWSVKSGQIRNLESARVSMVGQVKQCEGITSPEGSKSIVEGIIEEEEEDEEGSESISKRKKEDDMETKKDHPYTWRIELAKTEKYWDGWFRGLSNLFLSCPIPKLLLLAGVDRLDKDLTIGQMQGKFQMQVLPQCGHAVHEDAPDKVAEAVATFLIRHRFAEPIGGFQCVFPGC
Efflux pump inh: inhibitors of Candida antifungal efflux pumps expressed in yeast; S. cerevisiae Candida pump triplex, Nile Red efflux; inhibition, % at 10 µM; actives 0.44% (n = 330,000); AID 485275;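 active = plate passing quality check with inhibition over a set limit, or well fluorescence over plate mean plus 4 SD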;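 note: Nile Red retained in pooled yeast measured as flow cytometry median fluorescence; 0% = buffer negative control and 100% = Enniatin B positive control; higher means more Nile Red kept so more efflux inhibition; some compounds called inactive have numbers as strong as hits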
MEX-5 binding: C. elegans MEX-5 TCR-2 RNA binding activity; Q9XUB2; MEX-5/FITC-TCR2 RNA binding, fluorescence polarization; active compounds read low; activity score (negative = inhibition of binding), % at 10 µM; actives 0.38% (n = 300,000); AID 1832;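 active = inhibition past about -25% in most replicates, and total fluorescence under double the plate's negative control median, limit read from the data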;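 note: 0% = DMSO and -100% = 5 µM competing unlabeled TCR2 RNA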
Fam108B inh: counter-screen for RBBP9 inhibitors: inhibitors of mouse Fam108B. actives 0.33% (n = 300,000). recombinant Fam108B, FP-Rh probe fluorescence polarization. AID 1947. inhibition, % at 9.51 µM;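 active = inhibition above the screen mean inhibition plus 3 SD, computed separately per campaign, cut at about 18% in these data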;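 note: inhibitors lower polarization as less probe binds the enzyme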
GLD-1 RNA inh: GLD-1-TGE RNA interaction inhibition (C. elegans) | Q17339 | inhibition, % at 5.96 µM | AID 2280 | actives 0.44% (n = 320,000) | purified GLD-1 + fluorescein TGE RNA, fluorescence polarization;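 active = percent inhibition above a per-plate cutoff, the plate mean of test compounds plus 3 SD, cut at about 30% in these data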;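 note: 0% = DMSO wells with GLD-1 and probe and 100% = wells lacking GLD-1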
BCLXL inh: inhibitors of human Bcl-xL. Q07817. GST-Bcl-xL / FITC-Bim BH3 peptide fluorescence polarization. inhibition, % at 10.9 µM. actives 0.7% (n = 320,000);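 active = inhibition above the mean of all tested compounds plus 3 SD, cutoff set per campaign, cut at about 30% in these data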;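 note: 0% = DMSO wells and 100% = unlabeled Bim-BH3 peptide competitor; inhibitors lower millipolarization by displacing the labeled peptide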
Target sequence (Q07817 whole entry, looked up): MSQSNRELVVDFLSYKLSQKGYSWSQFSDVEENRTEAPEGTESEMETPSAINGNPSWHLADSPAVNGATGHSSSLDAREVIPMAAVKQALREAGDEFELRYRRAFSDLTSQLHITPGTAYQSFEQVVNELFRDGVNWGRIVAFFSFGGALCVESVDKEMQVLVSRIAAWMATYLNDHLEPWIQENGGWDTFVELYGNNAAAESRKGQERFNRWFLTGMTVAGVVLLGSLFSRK
MCL1-BIM inh: disrupts human MCL1 binding to BIM-BH3 peptide. inhibition, % at 10.9 µM. actives 0.68% (n = 320,000). Q07820. GST-MCL1 / FITC-Bim-BH3 fluorescence polarization;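 active = inhibition above the mean inhibition of all tested compounds plus 3 SD, set per campaign, cut at about 40% in these data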;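 note: 0% = DMSO wells and 100% = unlabeled Bim-BH3 peptide control; higher means more loss of mP so more displacement of Bim peptide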
Target sequence (Q07820 whole entry, looked up): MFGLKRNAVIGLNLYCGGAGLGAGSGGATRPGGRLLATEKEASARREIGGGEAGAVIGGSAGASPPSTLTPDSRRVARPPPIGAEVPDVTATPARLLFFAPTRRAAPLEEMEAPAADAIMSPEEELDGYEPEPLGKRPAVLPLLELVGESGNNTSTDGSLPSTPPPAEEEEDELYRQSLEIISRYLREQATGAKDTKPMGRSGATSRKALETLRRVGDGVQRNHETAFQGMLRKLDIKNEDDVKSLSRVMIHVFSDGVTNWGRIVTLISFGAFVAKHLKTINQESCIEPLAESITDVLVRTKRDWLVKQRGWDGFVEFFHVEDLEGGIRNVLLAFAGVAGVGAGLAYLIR
GRK2 inh: blocks RNA aptamer binding to human GRK2. inhibition of aptamer binding, % at 10 µM. P25098. bead flow cytometry, FAM-aptamer displacement from GRK2. AID 488847. actives 0.59% (n = 330,000);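 active = inhibition of aptamer binding above 40%, roughly 3 SD of noise, on plates passing a quality check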;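 note: median bead fluorescence of bound FAM aptamer so fluorescent compounds give negative values; no value below 0 was filed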
VLA-4 inh: inhibition in a human VLA-4 binding assay; actives 0.2% (n = 330,000); VLA-4 expressing cells, ligand binding flow cytometry; inhibition, % (about 7 µM as worked out from the volumes in the protocol); P13612; in the data active = inhibition above about 50%
Numbers without * were called inactive; . = no result given. A portion of the library, so the mix of outcomes need not match the whole.

SMILES	PME-1 inh	Efflux pump inh	MEX-5 binding	Fam108B inh	GLD-1 RNA inh	BCLXL inh	MCL1-BIM inh	GRK2 inh	VLA-4 inh
O=C(NCCN1CCN(Cc2ccccc2)CC1)C1c2ccccc2C(=O)N2CCc3ccccc3C12 (stereo unspecified)	-2	0.0	-3.6	-2	2	1	-10	0	10
O=C(Cc1ccccc1F)Nc1cc(S(=O)(=O)N2CCOCC2)ccc1N1CCCC1	.	0.0	.	.	-1	.	.	0	6
COc1cccc(C2c3[nH]c4ccccc4c3C[C@H]3C(=O)N(CCCOC(C)C)CC(=O)N23)c1 (stereo partly specified)	-11	0.0	-2.0	2	3	3	-2	2	1
O=C1C2CCCN2C(=O)N1CCCCN1CCN(c2ccccc2)CC1 (stereo unspecified)	-7	0.0	-0.8	1	2	3	-2	4	7
CC(=O)C1=C(O)C(=O)N(CCCO)C1c1ccccc1 (stereo unspecified)	-5	0.1	1.8	-1	4	6	-3	1	3
COc1ccc(CCN2C(=NC(C)=O)SC3CS(=O)(=O)CC32)cc1OC (stereo unspecified)	3	0.1	.	2	-2	0	2	0	11
COc1ccc2c(C)c(C)c(=O)oc2c1OC	-3	-0.1	3.2	5	-1	0	0	1	2
O=C(O)c1ccc(-c2nc(-c3ccc(Cl)c(Cl)c3)cs2)cc1	-12	0.0	-3.2	-11	5	13	11	3	3
COc1ccccc1NC(=O)c1c(C)nn(-c2ccccc2)c1Cl	5	-0.1	-3.7	-5	2	3	-4	0	10
O=C(NCC1CCCO1)c1cccc(Oc2ccccc2)c1 (stereo unspecified)	11	-0.5	1.8	-5	6	3	4	0	-4
Clc1nc(NCCN2CCOCC2)nc(NCc2ccccc2)n1	-2	-0.1	-0.5	2	3	5	11	0	8
C=C1CCN([C@@H](CC(C)C)C(=O)NCc2ccc(OC)cc2)S(=O)(=O)c2ccccc21	4	-0.1	0.7	3	0	4	1	0	2
Oc1c(Br)cc(Br)cc1CNn1cnnc1	-8	0.4	2.1	-2	-8	0	1	1	13
O=C1CCCN1CCCn1cnc2c([nH]c3ccc(F)cc32)c1=O	0	0.0	-1.2	-2	-7	1	-2	0	9
COc1ccc(NC(=O)C(c2ccccc2)N2CCN(c3ccccn3)CC2)cc1Cl (stereo unspecified)	0	-0.1	17	-4	9	-1	-6	1	3
COC(=O)c1ccc(CSc2nc3ccccc3o2)cc1	3	0.0	3.1	-1	-4	2	1	4	7
CCn1ccc(=N)cc1	9	-0.1	1.8	3	6	4	3	2	21
O=C(C[N+]1(CC#Cc2ccccc2)CCOCC1)c1ccc(Cl)cc1	1	-0.3	2.3	3	4	1	6	0	10
COCCOC(=O)c1c(C)nc(SCC(=O)Nc2cccc3ccccc23)c(C#N)c1-c1ccco1	-3	0.3	-3.1	-11	0	8	6	0	3
Cc1ccc(-n2c(C)cc(C3=NNC(=NC4CC4)SC3)c2C)cc1C	1	0.1	-0.4	2	3	8	12	0	-13
NC(=S)NNC(=O)Nc1ccc(Cl)c(Cl)c1	-6	-0.3	-1.5	2	4	-21	-5	3	21
CS(=O)(=O)N(CC(=O)NC1CCCC1)Cc1ccc(F)cc1	1	-0.1	2.2	-1	5	3	1	2	0
O=C(/C=C/c1ccc2c(c1)OCO2)NCc1ccc(F)cc1	2	2.0	-4.0	-2	13	-5	-6	8	4
CCOC(=O)c1c(N2C(=O)C3C4C=CC(O4)C3C2=O)sc2c1CCCC2 (stereo unspecified)	5	0.0	-0.3	0	4	3	18	0	-2
CC(C)n1cnnc1SCC(=O)NC(=O)c1ccccc1	-5	0.0	0.5	-5	7	-4	-6	4	10
Fc1ccc(COc2ccc(Br)cc2CNCc2ccncc2)cc1	-1	0.0	-2.6	1	7	6	-5	0	22
CCOC(=O)c1nn(-c2ccccc2)c(=O)cc1OCC(=O)Nc1cc(C)ccc1C	-3	0.0	-0.2	-1	3	7	2	0	20
CCc1cc2c(=O)n(-c3ccccc3)cnc2s1	-9	0.0	-2.7	3	4	-2	-4	0	1
Cc1ccc(S(=O)(=O)NCC(=O)N2CCc3ccccc3C2)cc1	-2	0.3	0.1	2	-15	0	0	0	1
COc1cccc(C2c3c(-c4ccccc4)n[nH]c3C(=O)N2c2ccc(C(=O)O)cc2)c1 (stereo unspecified)	7	-0.1	2.1	-3	2	-5	-1	0	-5
Cc1cc(C)n2nc(SCC(=O)N3CCC(C(=O)O)CC3)nc2n1	.	0.1	.	.	0	.	.	0	-9
Cc1ccc2c(c1)N(CC(=O)N1CCCc3ccccc31)C(=O)CO2	-1	-0.3	0.8	5	0	3	6	3	-8
Cc1cccc(CN2CCCC(C(=O)c3ccc4c5c(cccc35)CC4)C2)n1 (stereo unspecified)	-6	0.1	-6.3	3	6	7	6	0	6
CC(NCc1ccccc1O)C12CC3CC(CC(C3)C1)C2 (stereo unspecified)	-7	0.1	1.2	-2	2	4	7	0	4
COc1ccc(CN(C)Cc2cc(=O)n3ccsc3n2)c(OC)c1OC	1	0.1	0.4	-1	-3	1	1	3	4
Cc1ccnc(NC(=O)c2ccc(COc3c(F)c(F)cc(F)c3F)o2)c1	0	-0.1	-0.4	0	4	7	14	0	5

Random excerpt: three compounds from above, in no set order.
SMILES	PME-1 inh	Efflux pump inh	MEX-5 binding	Fam108B inh	GLD-1 RNA inh	BCLXL inh	MCL1-BIM inh	GRK2 inh	VLA-4 inh
Cc1cccc(CN2CCCC(C(=O)c3ccc4c5c(cccc35)CC4)C2)n1 (stereo unspecified)	-6	0.1	-6.3	3	6	7	6	0	6
Cc1ccc(S(=O)(=O)NCC(=O)N2CCc3ccccc3C2)cc1	-2	0.3	0.1	2	-15	0	0	0	1
Cc1ccc2c(c1)N(CC(=O)N1CCCc3ccccc31)C(=O)CO2	-1	-0.3	0.8	5	0	3	6	3	-8

The list continues.
SMILES	PME-1 inh	Efflux pump inh	MEX-5 binding	Fam108B inh	GLD-1 RNA inh	BCLXL inh	MCL1-BIM inh	GRK2 inh	VLA-4 inh
CN(C)c1cccc2c1c(NC(=O)c1ccc(Cl)cc1)nn2C	3	-0.1	-0.2	1	8	1	7	0	-79
NC(=O)C1CCN(C(=O)Cc2ccc(-c3ccccc3)cc2)CC1	2	0.1	-1.3	1	3	6	-2	1	1
CCOc1cc(/C=C2/NC(=O)N(CC(=O)Nc3cccc(C)c3)C2=O)ccc1OCC(N)=O	-4	0.2	-4.0	-1	6	2	-4	1	-5
CN(C)N1C(N)=C(C#N)C(c2ccccc2Cl)C2=C1CCCC2=O (stereo unspecified)	1	0.1	-0.9	2	4	9	8	0	11
COc1ccc(S(=O)(=O)NCc2ccco2)cc1N(C)S(=O)(=O)c1ccccc1	5	-0.1	0.0	3	3	2	-4	0	-11
O=C(NNC(=O)C1CCN(Cc2cccc(F)c2)CC1)c1cccs1	-2	0.2	-0.2	2	3	-3	7	2	0
CC(C)c1ccccc1NC(=O)COC(=O)COc1ccccc1[N+](=O)[O-]	7	0.0	-2.0	0	4	4	2	0	8
NC(=O)c1ccccc1OCC(=O)O	0	0.0	-2.3	-4	3	8	3	1	5
Cc1cc(NC(=O)CCSc2ccc(Cl)cc2)no1	4	0.0	-1.7	0	-5	0	3	1	7
Cc1cccc(/C(N)=N/OC(=O)Cc2cccs2)c1	-2	0.1	1.4	-2	2	1	4	0	-2
CCCCNC(=O)Nc1ccccc1C(=O)NCc1ccco1	5	0.2	1.0	-1	5	3	5	2	8
COc1ccc(Cl)cc1N(C(=O)Nc1cccc(Cl)c1)C1=NCC(C)S1 (stereo unspecified)	1	0.2	0.7	-5	-17	2	3	3	36
Cc1ccc(S(=O)(=O)N(C)c2ccc(OCC(=O)Nc3nc4ccccc4s3)cc2)cc1	-24	0.7	-1.4	-23	-2	1	4	0	0
CC(NC(=O)c1ccccc1F)c1nnc(SCC(=O)NC2=NCCS2)n1C (stereo unspecified)	2	0.0	-0.9	-2	4	-4	-8	1	11
COC(=O)C1=C(C)N(Cc2ccccc2)C(=NCCCOC(C)C)N[C@H]1c1ccccc1	.	-0.2	.	.	6	.	.	0	13
Cc1ccsc1C(=O)N1CCN(S(=O)(=O)c2cccc(F)c2)CC1	1	0.1	1.1	4	11	5	12	0	4
S=c1[nH]nc(-c2n[nH]c3c2CCC3)n1/N=C/C=C/c1ccco1	8	-0.1	0.4	5	-1	3	10	2	-3
COCCOC(=O)C1=C(C)NC2=C(C(=O)CCC2)C1c1cc2c(cc1Br)OCO2 (stereo unspecified)	-4	-0.2	1.8	-3	5	5	1	2	8
O=C(NCc1ccccc1)c1cc(-c2ccncc2)nc2ccccc12	8	0.1	2.1	-3	4	4	-5	3	-13
CCOc1ccc(NC(=O)Cn2cc(C(C)=O)c3ccccc32)cc1	-4	-0.1	3.1	-1	-1	1	-1	1	4
Cc1ccccc1NC(=O)CN1CCc2ccccc2C1	3	0.0	1.8	-3	5	3	11	0	8
CC(=O)N1c2ccc(S(=O)(=O)N3CCC(C(=O)N4CCN(c5cccc(C(F)(F)F)c5)CC4)CC3)cc2CC1C (stereo unspecified)	-1	-0.1	-1.0	-6	-3	6	2	1	-4
COc1ccc(CNC(=O)C(C)N=C2NS(=O)(=O)c3ccccc32)cc1OC (stereo unspecified)	8	0.0	-2.2	1	2	4	2	1	1
Cc1ccc(-c2csc3nc[nH]c(=S)c23)cc1	3	-0.1	-0.5	0	5	15	18	0	-17
CN(C)S(=O)(=O)c1cccc(C(=O)NCC2CCCO2)c1 (stereo unspecified)	7	-0.2	-3.4	7	4	1	4	1	4
O=C(Nc1cccnc1)c1ccccc1O	-3	0.0	0.6	2	12	-2	-12	0	3
O=C1NC2(CCCCC2)C(=O)N1CC(=O)N1CCc2ccccc21	.	-0.1	.	.	5	.	.	2	-1
CCCCCC(C)n1[nH]c(=O)cc1N (stereo unspecified)	3	0.0	-2.0	-4	-1	2	0	0	11
CSc1cccc(NC(=O)COc2cccc3ccccc23)c1	-5	-0.1	-0.4	-4	4	3	4	1	-2
CCCOc1ccc(C(=O)Nc2ccccc2[N+](=O)[O-])cc1	-17	0.1	-1.1	2	-2	6	2	0	1
O=C(/C=C/c1ccccc1)CC(=O)c1ccccc1O	3	0.0	-1.2	2	-6	-6	-1	1	10
COc1cc2c(cc1OC)C(C(=O)NCc1cccnc1)C(c1cccnc1)N(C)C2=O (stereo unspecified)	-3	-0.1	-1.1	6	1	3	4	0	19
CN(CC(=O)N1CCN(c2ccccc2F)CC1)S(=O)(=O)c1cnc[nH]1	-3	1.1	-3.4	2	4	5	5	0	-7
CCOC(=O)[C@H]1[C@H]2COc3ccc(C)cc3[C@@H]2N2C(=O)CN(Cc3ccc(F)cc3)C(=O)[C@@]12C	7	0.2	.	.	5	-2	-2	1	4
CCN(CC(=O)Nc1ccc(OC)cc1)C(=O)c1ccc2[nH]c3c(c2c1)CC(C)CC3 (stereo unspecified)	5	-0.2	.	.	8	-9	-9	1	12
O=C(NNS(=O)(=O)c1ccccc1[N+](=O)[O-])c1ccncc1	1	-0.1	-7.6	1	4	2	-4	0	-11
Cn1c(CNC(=O)CNC(=O)c2ccccc2)cc(=O)n(C)c1=O	-1	-0.1	0.7	1	7	13	1	0	6
Cc1nnc(NC(=O)Cc2cccs2)s1	-5	-0.1	-1.2	-3	1	8	9	2	25
O=C(NCC1CCCO1)c1cccc2ccccc12 (stereo unspecified)	-2	0.1	2.3	0	8	1	8	3	27
COc1ccc(Nc2nc(N3CCCCC3)c3ccccc3n2)cc1	6	0.1	-0.5	2	-2	3	5	0	-6

Compound activity deposited in PubChem BioAssay by several laboratories.
